uPA generation = blocks generation of uPA at the cell surface. 0.31% of 330,000 active. Potency, µM (top dose mostly 38.3 µM), for the others: at the top dose activity change, negative = inhibition, hits mostly inhibitors. cell surface uPA generation assay, qHTS; active = well fitted inhibition curve with a large enough effect; inconclusive = small, poorly fitted or top-dose-only effect; inactive = no such curve, though single readings can be large or run the other way; tested in mouse RAW 264.7 cells; note: potency is the fitted concentration of half-maximal effect; % is set by controls: 0 for no effect and ±100 for the full control effect; nearly all actives have a fitted effect of over 55% in size
Mito fusion act = blocks mitochondrial division or promotes mitochondrial fusion; Potency, µM (series often up to 46.1 µM), without a hit: at the highest dose growth rescue (activation), hits mostly activators; S. cerevisiae fusion-defective mutant growth rescue, CellTiterGlo 48 h; 0.23% of 320,000 active;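 note: potency is the fitted concentration of half-maximal effect; % of control where 0% means no effect; nearly all actives have a fitted effect of over 45% in size; temperature-sensitive fusion mutants such as fzo1-1 at 37 °C on non-fermentable ethanol glycerol medium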
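Luminescent cell viability in 1536-well qHTS format served as the measure of rescued growth in ts fusion-mutant S. cerevisiae cultured on non-fermentable YPEG for 48 hours at 37C.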
Chronic BCR inh = chronic active BCR signaling inhibition. ABC-DLBCL IkBa-CBG/CBR reporter, luminescence ratio, 4 h. Potency, µM (doses to about 46.1 µM), inactives show top-dose ratio change, negative = lower green/red ratio, hits mostly inhibitors. 0.05% of 340,000 active. AID 493014; active = well fitted inhibition curve with a large enough effect in the signal ratio, with a control signal flat, not every such curve was filed as active; inconclusive = small, poorly fitted or top-dose-only effect, or effect the other way, or a change in a side signal; the % refers to the signal ratio;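 note: potency is the fitted concentration of half-maximal effect; plate controls were basal doxycycline-induced cells for no effect and cells given 10 µM MG132 for full effect; MG132 reads +100%, hits lower the ratio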
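Compounds up to 46 uM were incubated four hours with TMD8 cells whose green CBG68 luciferase is fused to IkappaBalpha; red CBR luminescence normalised the signal, and concentration-effect curves were fitted to fusion, red and ratio data.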
ELG1 DNA repair = inhibitors of ELG1-dependent DNA repair in HEK293T cells; 2.3% of 330,000 active; Potency, µM (doses to about 46.1 µM), inactives show top-dose activity change, negative = inhibition, most hits filed as inhibitors; HEK293T ELG1-luciferase reporter, luminescence, 16 h; DNA damage induced by 5-fluorouridine; note: potency is the fitted concentration of half-maximal effect; % is set by controls: 0 for no effect and ±100 for the full control effect; nearly all actives have a fitted effect of over 55% in size
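HEK293T cells expressing luciferase-tagged ELG1 (2,000/well) received 5-Fluorouridine plus compound or DMSO for 16 hr at 37 °C. Luciferase was read by ONE-Glo luminescence after 30 min at room temperature.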
TCR activator = activators of T cell receptors | primary human leukocytes, anti-CD3, IL-2 HTRF, 48 h | Potency, µM (highest dose often 9.22 µM), without a hit: at the highest dose activation of IL-2 secretion, hits mostly activators | 330,000 tested, under 10 active; note: % of control where 0% means no effect
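Human primary leukocytes + a-CD3 beads + cpd, 48 hr; IL-2 in supernatant by HTRF (ex 320nm / em 665nm). No co-stimulatory signal supplied.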
B2AR arrestin = recruits beta-arrestin to the human beta2-adrenergic receptor; AID 492947; beta-arrestin recruitment to beta2AR, cell-based reporter; 0.02% of 330,000 active; Potency, µM (doses to about 46.1 µM), for the others: at the highest dose activation, most hits filed as activators; P07550;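 note: potency is the fitted concentration of half-maximal effect; 0% = DMSO controls and full agonism = EC100 isoproterenol or metaproterenol; nearly all actives have a fitted effect of over 65% in size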
Target sequence (P07550 whole entry, looked up): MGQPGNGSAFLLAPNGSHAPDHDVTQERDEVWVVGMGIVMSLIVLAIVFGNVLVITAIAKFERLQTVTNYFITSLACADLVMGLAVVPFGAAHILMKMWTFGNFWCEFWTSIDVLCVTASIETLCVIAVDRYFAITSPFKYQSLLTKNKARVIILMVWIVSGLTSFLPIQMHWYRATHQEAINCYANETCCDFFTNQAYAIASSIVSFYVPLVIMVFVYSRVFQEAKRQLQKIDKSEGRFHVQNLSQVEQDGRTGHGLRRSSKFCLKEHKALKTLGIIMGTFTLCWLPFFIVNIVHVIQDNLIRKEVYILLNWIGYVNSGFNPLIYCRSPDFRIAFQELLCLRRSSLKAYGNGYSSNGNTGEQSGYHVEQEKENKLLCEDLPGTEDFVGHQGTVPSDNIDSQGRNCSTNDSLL
USP2a inh = blocks human ubiquitin-specific protease USP2a; USP2 core, Ub-CHOP2 coupled fluorogenic reporter, 485/531; Potency, µM (titrated, usually from 38.3 µM), for inactives: top-dose activity change, negative = inhibition, hits mostly inhibitors; 0.01% of 330,000 active; AID 463254;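 note: potency is the fitted concentration of half-maximal effect; plate controls were DMSO wells for no effect and full inhibition by NEM control for full effect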
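Cell-free coupled assay: 10nM USP2 core preincubated 30min RT with compound in Tris-HCl pH 8.0/CaCl2/CHAPS buffer, then 25nM Ub-CHOP2 and 25nM reporter substrate; fluorescence (Ex 485/Em 531) read after 60min RT, normalized to NEM inhibition, concentration-response curves fitted.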
PTAP TSG101 blk = blocks PTAP/TSG101 interaction to inhibit HIV-1 budding; 340,000 tested, under 10 active; Potency, µM (titrated, usually from 115 µM), without a hit: at the highest dose activity change, negative = inhibition, hits mostly inhibitors; Fluorescence polarization, FITC-PTAP peptide / Tsg101 binding; active = well fitted inhibition curve with a large enough effect in the main read-out, with a control signal flat, not every such curve was filed as active; inconclusive = small, poorly fitted or top-dose-only effect, or effect the other way, or a change in a side signal; inactive = no such curve, though single readings can be large or run the other way; note: potency is the fitted concentration of half-maximal effect; % of control where 0% means no effect
Target sequence (Q99816 whole entry, looked up): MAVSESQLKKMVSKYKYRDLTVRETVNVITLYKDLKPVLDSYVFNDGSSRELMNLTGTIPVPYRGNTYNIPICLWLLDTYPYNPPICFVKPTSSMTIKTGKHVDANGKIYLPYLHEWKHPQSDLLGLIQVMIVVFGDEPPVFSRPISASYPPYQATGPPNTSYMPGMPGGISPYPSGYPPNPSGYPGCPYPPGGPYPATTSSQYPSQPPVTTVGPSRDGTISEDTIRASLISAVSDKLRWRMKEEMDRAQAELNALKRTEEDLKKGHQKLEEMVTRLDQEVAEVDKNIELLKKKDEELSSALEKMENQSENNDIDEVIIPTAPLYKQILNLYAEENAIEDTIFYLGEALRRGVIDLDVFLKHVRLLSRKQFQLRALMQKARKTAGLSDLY
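Fluorescence polarization binding of Tsg101 binding domain (10 uM final) to FITC-labeled PTAP peptide (50 nM final) in HEPES pH 7.5 buffer with NaCl, Tween 20, EDTA, TCEP. Compounds added before peptide; binding 20 min at RT.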
TSHR antag = human thyrotropin receptor antagonism. activity change, negative = inhibition, % at 11.5 µM. AID 504810. 0.2% of 330,000 active. P16473. TSHR-expressing cells, TSH-stimulated cAMP HTRF, 2 h; active compounds read low;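 active = activity change below a set negative limit, meaning inhibition stronger than a set level, cut at about -70% in these data; inconclusive = activity change between two set negative limits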; note: % is set by controls: 0 for no effect and ±100 for the full control effect
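TSHR-expressing cells, 200/well, pre-treated with compound, then stimulated with EC80 TSH (4nM final) for 2 hours at 37 deg C. cAMP measured by competitive HTRF: anti-cAMP cryptate antibody in lysis buffer plus cAMP-d2, read after 30 minutes at room temperature.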
Eya2 inh = Eya2 (human) phosphatase inhibition; O00167; recombinant Eya2, OMFP fluorescence dephosphorylation (OMFP is methylfluorescein phosphate); Potency, µM (titrated, usually from 76.9 µM), for inactives: at the highest dose activity, negative = inhibition, hits mostly inhibitors; 0.006% of 330,000 active; AID 488837; note: potency is the fitted concentration of half-maximal effect; % is set by controls: 0 for no effect and ±100 for the full control effect
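Eya2 protein (added as 0.2 uM solution) was preincubated with compound for 10 min at ambient temperature in 50 mM HEPES pH 7.5, 50 mM NaCl, 5 uM MgCl2, 0.05% BSA, 1 mM DTT. OMFP (added at 50 uM) then reacted 10 min; fluorescence read at 485/525 nm.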
Tb PFK inh = blocks T. brucei phosphofructokinase. O15648. 0.17% of 330,000 active. Potency, µM (titrated, usually from 57.5 µM), for inactives: at the top dose activity, negative = inhibition, hits mostly inhibitors. T. brucei PFK, ADP-Glo luminescence;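 note: potency is the fitted concentration of half-maximal effect; 0% = uninhibited 1x PFK enzyme wells and -100% = no-enzyme wells; nearly all actives have a fitted effect of over 60% in size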
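Activity is normalized to no-enzyme wells (full inhibition) and 1.25 nM enzyme wells (no inhibition). Reaction: 0.5 mM F6P, 0.1 mM ATP, 45 min RT, ADP-Glo luminescence; concentration-response curves fitted and classed by quality.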
* hit, by the source's call; ? = inconclusive; nt = not tested or not shown; [ ] = dose if it differs, or a comment. Unless noted, calls come from the whole dose curve; as a rule, active = well fitted curve in the direction sought with a large enough effect; inconclusive = small, poorly fitted or top-dose-only effect, or another doubt; inactive = no such curve, though single readings can be large; an effect the other way counts as inactive or inconclusive.

SMILES	uPA generation	Mito fusion act	Chronic BCR inh	ELG1 DNA repair	TCR activator	B2AR arrestin	USP2a inh	PTAP TSG101 blk	TSHR antag	Eya2 inh	Tb PFK inh
COc1ccc(NC(=O)CS(=O)CC(=O)N2CCN(C3CCCC3)CC2)cc1 (configuration not stated)	-7%	-5%	-8%	13%	-2%	-0.9%	0%	-7%	-4	20%	0%
OCC[C@@H]1C[C@H](O)[C@@H](O)[C@]2(Cc3ccccc3CCO2)O1	12%	0%	0%	-13%	3%	-1.1%	2%	1%	21	-1%	-6%
Cc1ccc(Cl)cc1N1CCN(C(=O)c2cccc3c(=O)c(C)c(-c4ccccc4)oc23)CC1	2%	?	0%	?	11%[46.1 µM]	-2.0%	-1%	-2%	54	4%	-2%
O=C(Cn1cnc([N+](=O)[O-])n1)N/N=C/c1cccc(Cl)c1	20%	1%	21%	6%	13%	-0.2%	1%	-5%	-6	12%	-22%
CCCN1CCC(NC(=O)Nc2cccc3ccccc23)CC1	2%	-1%	-14%	0%	-3%	-0.2%	2%	-3%	4	18%	-2%
O=C(/C=C/Nc1ccccc1O)c1ccco1	-4%	-5%	?	?	16%	0.1%	0%	-4%	-9	5%	-1%
CC(C)Cn1c(SCC(=O)NC(=O)Nc2ccc3c(c2)OCCO3)nc2ccccc2c1=O	6%	1%	-4%	18%	5%	6.2%	-1%	-4%	-6	5%	-3%
COC(=O)c1ccc(C23CC4(C2)[C@H](CN(Cc2ccc(C(F)(F)F)cc2)[C@@H]4c2ccccc2)C3c2ccc(C(F)(F)F)cc2)cc1 (some centres not stated)	nt	-20%	?	?	nt	-0.9%	-14%	nt	5	-19%	-8%
Cc1ccc(C)c(C(=O)CSc2nnnn2C(C)C)c1	0%	5%	?	?	nt	3.1%	0%	-2%	-9	-19%	-3%
CC(=O)Nc1ccc(S(=O)(=O)NNC(=O)NC23CC4CC(CC(C4)C2)C3)cc1	5%	-10%	?	-3%	-5%	-0.6%	-1%	-1%	-4	4%	-6%
COc1cc(C(=O)NNC(=S)NC(=O)c2ccccc2C)cc(OC)c1OC	-1%	0%	-21%	-5%	0%[46.1 µM]	-0.1%	0%	0%	17	10%	-3%
COc1ccc(CC2C(=O)OC(C)(C)OC2=O)cc1	-1%	-1%	0%	?	-5%	-0.2%	1%	0%	9	11%	0%
Cc1nn(C)c(C)c1NC(=O)CSc1nnc(C)n1-c1ccccc1	nt	-3%	1%	-3%	-2%	-0.5%	1%	-6%	-4	-7%	1%
CCC(C)n1[nH]c(=O)cc1N (configuration not stated)	4%	-2%	0%	1%	0%	0.5%	0%	-2%	-5	2%	-3%
CC(NC(=O)/C=C/c1cnc2ccccc2n1)C12CC3CC(CC(C3)C1)C2 (configuration not stated)	-6%	?	?	?	2%[46.1 µM]	-0.5%	-1%	0%	-31	-9%	11%
COC(=O)c1c(C)[nH]c(C=Nc2ccc(OC)cc2)c1C	-5%	9%	10%	12%	-9%	4.9%	-2%	-5%	2	-18%	1%
CS(=O)(=O)N(CCCC(=O)N1CCCCCC1)c1cccc(Cl)c1	-6%	0%	3%	10%	nt	-0.2%	-2%	-2%	0	5%	2%
CC(C)c1nc(CN2CCCCC2)cc(=O)[nH]1	6%	-4%	4%	0%	0%	-1.1%	-1%	-1%	-5	-3%	0%
CCn1c(=O)cc(N2CCC3(CC2)OCCO3)[nH]c1=O	1%	3%	1%	8%	1%	0.1%	-1%	-10%	-5	5%	5%
CCN1CCN(c2ccc(NC(=O)c3ccc(Br)o3)cc2)CC1	-17%	0%	0%	?	3%	-0.3%	-1%	0%	-3	13%	1%
COc1ccccc1OCCC(=O)OCC(=O)Nc1ccc(S(=O)(=O)N2CCOCC2)cc1	4%	0%	?	6%	-2%	-0.2%	1%	0%	-2	4%	1%
O=C(COC(=O)c1ccccc1NC(=O)c1ccco1)NC1CC1	-13%	-5%	?	4%	3%	-0.4%	1%	-15%	-6	10%	-6%
COc1cccc(C2=Nc3cccc4cccc(c34)N2)c1	1%	-1%	?	-1%	1%[46.1 µM]	2.3%	-2%	-2%	6	-22%	-13%
O=C(O)C(Cc1ccccc1)n1cnnn1 (configuration not stated)	-1%	1%	7%	1%	-4%	-0.4%	3%	0%	-3	-26%	2%
Cn1c(SCC(=O)c2ccc(F)cc2)nnc1-c1cccnc1	4%	6%	0%	5%	-4%	0.1%	3%	0%	1	3%	-2%
O=C(NCc1ccccc1)C(=O)NCC1OCCN1C(=O)c1ccc(Cl)cc1 (configuration not stated)	-7%	-4%	2%	4%	6%	-0.1%	4%	-1%	-8	1%	-1%
Cc1ccc2nc(N(CCCN(C)C)C(=O)c3ccc4c(c3)CCCC4)sc2c1	-2%	-8%	-11%	-17%	2%[46.1 µM]	-0.4%	1%	0%	-11	-18%	-2%
Cc1ccc(SC2CC(=O)N(c3ccc4c(c3)OCCO4)C2=O)cc1 (configuration not stated)	-6%	-14%	?	-5%	-3%	0.0%	5%	-3%	-4	-2%	17%
O=C(NC1CCCCC1)C1CCN(C(=O)c2ccc(Cl)cc2)CC1	-3%	8%	4%	6%	0%	-0.5%	5%	-10%	3	-3%	0%
COc1ccc(C(C)=O)cc1COc1cccnc1[N+](=O)[O-]	-25%	5%	?	?	6%	-0.1%	1%	-8%	-3	-6%	8%
CC(=O)Nc1cccc(C(=O)OCc2ccc(C(=O)Oc3ccc(Cl)cc3)cc2)c1	nt	6%	0%	?	0%	0.2%	2%	-7%	16	-13%	0%
Cc1cccc(NC(=O)CN2C(=O)NC(C)(c3ccc4ccccc4c3)C2=O)n1 (configuration not stated)	8%	-1%	-7%	6%	-137%	-1.0%	0%	2%	5	-15%	1%
COc1ccccc1C1(O)CCN(CC(=O)Nc2nc(-c3ccccc3)cs2)CC1	1%	-9%	?	?	0%	0.2%	2%	0%	-3	0%	2%
Cc1cc2ccccn2c1C(=O)c1ccc(C#N)cc1	-5%	14%	-1%	-15%	-5%	0.0%	2%	0%	0	-22%	-1%
Cc1nn(C(C)(C)C)c(N)c1-c1ccccc1	0%	0%	0%	0%	3%[46.1 µM]	-0.1%	6%	0%	2	-4%	-6%
Nc1ccc(N2CCCCC2)c(Cl)c1	-2%	-4%	-15%	?	2%	0.1%	8%	-1%	-13	-5%	3%
O=C(Nc1nnc(SCCN2CCOCC2)s1)C1CC(=O)N(c2ccccc2)C1 (configuration not stated)	8%	-1%	3%	1%	-2%	-0.3%	2%	-4%	-8	4%	3%
Cn1c(CNC(=O)CNS(=O)(=O)c2ccc(Cl)cc2)cc(=O)n(C)c1=O	1%	9%	4%	24%	-2%	0.1%	2%	-6%	25	-3%	1%
O=C(c1noc2c1CCCC2)N1CCN(c2ccc(F)cc2)CC1	nt	2%	-1%	1%	9%	-0.6%	1%	-5%	-2	13%	-3%
CC(=O)N(C(C)=O)n1c(/C=C/c2ccc([N+](=O)[O-])cc2)nc2ccccc2c1=O	-8%	22%	0%	24%	7%	-0.1%	4%	-5%	2	-18%	-13%
Cc1ccnc(NS(=O)(=O)c2ccc(NC(=O)/C=C/c3ccccc3)cc2)n1	2%	2%	-14%	-2%	2%	-0.7%	-1%	0%	-10	1%	1%
O=C(CC12CC3CC(CC(C3)C1)C2)NCC(=O)N1CCCC1	1%	-3%	0%	-1%	-4%	-0.2%	1%	0%	nt	6%	-6%
COC(=O)c1ccc(Sc2ccc(C)cc2)c(N)c1	nt	15%	-12%	?	nt	0.2%	-7%	-6%	1	-22%	1%
Cc1ccc2nc(-c3cccc(Br)c3)cc(C(=O)NC3=NCCS3)c2c1	10%	23%	15%	21µM*	nt	-0.2%	-4%	-1%	-11	-2%	-2%
CC(C)c1ccc(N(C(=O)c2ccco2)C(C(=O)NC2CCCC2)c2cccnc2)cc1 (configuration not stated)	-4%	-12%	-9%	-26%	-4%	-0.1%	-1%	-5%	12	3%	0%
NC(=O)c1nsc(C(=O)N(CCc2ccccc2)C(C(=O)NC2CCCC2)c2ccco2)c1N (configuration not stated)	1%	3%	1%	?	4%	-0.3%	3%	-11%	-3	9%	-2%

The order is random; overall some 3% were active at least once.
